MC4R antag cAMP – MC4R antagonists of cAMP signaling, primary screen, cell-based, TR-FRET, antagonist arm of biased-ligand search. Melanocortin receptor 4 (Homo sapiens), P32245. MC4R-expressing cells, MTII-stimulated cAMP, LANCE TR-FRET. inhibition, % at 6.5 µM. actives 0.48% (n = 360,000). AID 540295, 2011;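 active means inhibition above its plate's cutoff, the mean of tested wells on that plate plus 3 SD, cut at about 29% in these data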;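 further: 0% = Melanotan II alone and 100% = Melanotan II plus saturating MCL0020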
Target sequence (P32245 whole entry, looked up): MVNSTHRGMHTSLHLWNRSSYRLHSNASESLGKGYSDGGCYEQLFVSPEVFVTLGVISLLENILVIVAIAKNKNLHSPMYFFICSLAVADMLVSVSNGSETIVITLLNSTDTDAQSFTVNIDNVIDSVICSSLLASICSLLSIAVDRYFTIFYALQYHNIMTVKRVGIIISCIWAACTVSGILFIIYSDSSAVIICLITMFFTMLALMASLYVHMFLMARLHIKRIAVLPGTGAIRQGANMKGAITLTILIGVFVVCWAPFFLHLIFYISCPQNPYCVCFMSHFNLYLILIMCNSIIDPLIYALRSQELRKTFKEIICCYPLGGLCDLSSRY
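System – human MC4R-expressing U2OS cells · Also added – Melanotan II · Dosing – one concentration, 6.5 µM nominal · Timing – 30-min compound, 1-h challenge, 1-h detection, room temperature · Measured by – Eu-cAMP/anti-cAMP TR-FRET, emission 671 nm · Replicates – singlicate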
NOD2-RIPK2 inh – NOD2-RIPK2 binding disruptors in cells, primary screen, fluorescence, CHO cells, BLA complementation. inhibition, % at 4.98 µM. actives 0.38% (n = 360,000). Receptor-interacting serine/threonine-protein kinase 2 (Homo sapiens), O43353. CCF4 ratio; in the data active means inhibition above about 21%;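 further: 0% = vehicle only and 100% = reference blocker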
EBV LMP1 NFkB – EBV LMP1-driven NF-kappaB luciferase reporter inhibitors, primary screen, cell-based, luminescence, single point; LMP1-induced NF-kappaB luciferase reporter cells; inhibition, % at 12.5 µM; actives 0.69% (n = 350,000); AID 504558, 2011; in the data active means inhibition above about 41%;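 further: 0% = neutral control wells and 100% = reference inhibitor control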
NCOA2 inhibitor – inhibition of GAL4-SRC2 driven luciferase reporter, primary screen, SRC2 inhibitor project, cell-based, luminescence; actives 0.17% (n = 370,000); inhibition, % at 9 µM; HEK293 GAL4-SRC2 luciferase reporter; AID 651957, 2012;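 active means inhibition above the mean inhibition of all tested compounds plus 3 SD, set per campaign, cut at about 52% in these data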;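 further: 0% = DMSO treated cells and 100% = cells given Gossypol at 36 µM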
NCOA1 inh – SRC1 coactivator transcriptional activity inhibitors, primary screen, cell-based, luminescence | Nuclear receptor coactivator 1 (Homo sapiens), Q15788 | HEK293 GAL4-SRC1 luciferase reporter | inhibition, % at 3.6 µM | actives 0.12% (n = 360,000);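 active means inhibition above the campaign mean plus 3 SD, with each screening campaign given its own cutoff, cut at about 60% in these data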;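 further: 0% = DMSO treated cells and 100% = gossypol at 36 µM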
NCOA3 inh – SRC3 coactivator transcriptional activity inhibitors, primary screen, cell-based, luminescence; Nuclear receptor coactivator 3 (Homo sapiens), Q9Y6Q9; HEK293 GAL4-SRC3 luciferase reporter; inhibition, % at 3.6 µM; AID 588352, 2011; actives 0.17% (n = 360,000);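 active means inhibition above a per-campaign cutoff, the mean of all compounds plus 3 SD, cut at about 60% in these data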;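 further: 0% = DMSO-treated cells and 100% = gossypol-treated cells at 36 µM; higher means less SRC3-driven luciferase light from the GAL4 reporter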
LRH-1 inv ag – LRH-1 (NR5A2) inverse agonists, primary screen, cell-based, luminescence, HEK293T, StAR-luciferase reporter; AID 602396, 2012; actives 0.13% (n = 360,000); Nuclear receptor subfamily 5 group A member 2 (Homo sapiens), O00482; LRH-1 transfected, 24 h; inhibition, % at 3.6 µM;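 active means inhibition above the mean inhibition of all tested compounds plus 3 SD, cut at about 73% in these data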;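 further: 0% = DMSO wells and 100% = reporter-only cells lacking LRH-1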
Target sequence (O00482 whole entry, looked up): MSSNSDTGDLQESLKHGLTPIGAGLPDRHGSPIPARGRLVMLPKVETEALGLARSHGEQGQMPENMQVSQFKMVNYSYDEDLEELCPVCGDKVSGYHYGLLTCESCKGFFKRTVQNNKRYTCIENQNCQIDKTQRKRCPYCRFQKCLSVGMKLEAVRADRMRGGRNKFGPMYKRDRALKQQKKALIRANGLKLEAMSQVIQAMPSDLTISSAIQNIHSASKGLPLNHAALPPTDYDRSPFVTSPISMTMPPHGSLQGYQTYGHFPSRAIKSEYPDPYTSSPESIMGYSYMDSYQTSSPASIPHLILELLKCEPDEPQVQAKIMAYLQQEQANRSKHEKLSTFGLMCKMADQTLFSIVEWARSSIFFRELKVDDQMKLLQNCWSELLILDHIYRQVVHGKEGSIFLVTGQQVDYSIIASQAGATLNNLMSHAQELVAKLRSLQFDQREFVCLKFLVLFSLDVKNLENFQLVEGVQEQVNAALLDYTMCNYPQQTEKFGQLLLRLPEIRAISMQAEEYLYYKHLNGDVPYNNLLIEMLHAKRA
TLR9-MyD88 block – inhibitors of TLR9-MyD88 association in cells, primary screen, cell-based, CHO, BLA complementation, fluorescence | Toll-like receptor 9 (Homo sapiens) + Myeloid differentiation primary response protein … | CCF4 FRET ratio | AID 504734, 2011 | inhibition, % at 4.98 µM | actives 0.21% (n = 340,000);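 active means inhibition above the mean over all tested compounds plus 3 SD, cut at about 21% in these data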;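 further: 0% = DMSO only wells and 100% = clavulanate BLA inhibitor control wells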
ABHD5-PLIN5 inh – ABHD5-PLIN5 interaction inhibitors, primary screen, cell lysate, split luciferase complementation, luminescence | Perilipin-5 (Homo sapiens) + 1-acylglycerol-3-phosphate O-acyltransferase ABHD5 (Homo … | AID 602281, 2012 | inhibition, % at 4 µM | Split G. princeps luciferase complementation, 4 h | actives 0.78% (n = 360,000);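 active means inhibition above the mean inhibition across every tested compound plus 3 SD, cut at about 22% in these data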;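 further: 0% = DMSO only wells and the 100% control is not disclosed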
NR2F2 inh – NR2F2 transcriptional activity inhibitors, primary screen, cell-based, luciferase reporter, HEK293T, luminescence; COUP transcription factor 2 (Homo sapiens), P24468; HEK293T NGFI-A luciferase reporter; inhibition, % at 8.6 µM; actives 0.7% (n = 370,000);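 active means inhibition above a per-plate cutoff, mean inhibition of test wells between control levels plus 3 SD, cut at about 38% in these data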;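 further: cells cotransfected with COUP-TFII expression vector driving the NGFI-A reporter; 0% = median of COUP-TF2 test wells and 100% = reporter-only cells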
MC4R barr agon – MC4R agonists recruiting beta-arrestin, primary screen, cell-based, luminescence, agonist arm of biased-ligand search; U2OS MC4R beta-arrestin complementation; percent of melanotan II response, DMSO zero; activation, % at 8.9 µM; actives 0.98% (n = 360,000); AID 540308, 2011;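 active means activation above a per-plate cutoff, the mean activation of sample wells on that plate plus 3 SD, cut at about 8% in these data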
Active calls of the source: *; . = not tested or not shown. This is a subset; count on the stated rates, not on these rows.

SMILES | MC4R antag cAMP | NOD2-RIPK2 inh | EBV LMP1 NFkB | NCOA2 inhibitor | NCOA1 inh | NCOA3 inh | LRH-1 inv ag | TLR9-MyD88 block | ABHD5-PLIN5 inh | NR2F2 inh | MC4R barr agon
COc1ccc(S(=O)(=O)NCc2ccc3c(c2)OCO3)cc1OC | -1 | -4 | 4 | -2 | 3 | -9 | 12 | -2 | 5 | -18 | -0.5
O=C(CN(C(=O)Cn1nnc(-c2ccccc2F)n1)c1cccc2c1CCCC2)NCc1ccccc1 | 10 | -7 | 0 | -6 | -13 | 4 | 2 | 2 | -4 | 3 | -1.7
COc1ccc(C(NC(=O)/C=C/c2ccco2)c2ccc(OC)c(OC)c2)cc1 (configuration not stated) | 18 | -1 | 5 | 17 | -1 | 19 | 15 | 0 | 12 | 8 | 0.2
Nc1ccc(-n2nncc2-c2ccc(Cl)cc2)cc1 | -1 | -5 | 4 | 6 | -10 | 15 | 28 | 7 | -4 | -16 | -2.7
CCOC(=O)C1CCN(S(=O)(=O)c2c(C)n(C)c(=O)n(C)c2=O)CC1 | 0 | 0 | -11 | 8 | -2 | 9 | 10 | -1 | 2 | -10 | -0.1
CSc1ccc(N/N=C(/C#N)S(=O)(=O)C(C)(C)C)cc1 | 20 | -10 | 12 | -5 | -5 | 4 | -7 | . | -4 | 5 | -1.2
Cc1cc(N2C(=O)C3C4CC(c5ccccc5)C(C4)C3C2=O)no1 (configuration not stated) | 5 | -8 | -1 | 7 | -17 | 4 | -16 | -1 | 2 | -6 | 1.4
O=C1NC(=O)N(C2CCCCC2)CC1Br (configuration not stated) | -4 | -1 | -3 | 2 | 5 | 1 | 9 | 1 | -3 | 7 | -1.2
COCc1ccc(CN2CCc3c([nH]c4ccccc34)C2C(C)(C)C)o1 (configuration not stated) | 0 | 1 | -17 | -22 | -1 | 0 | 4 | 5 | 13 | 11 | 5.1
CCOC(=O)C1=C(c2ccccc2)NC(=O)NC1c1ccsc1 (configuration not stated) | 1 | -8 | -4 | 7 | -3 | 0 | 6 | -3 | -2 | 16 | -1.9
COc1ccccc1CNC(=O)[C@H](C)NC(=O)[C@@H]1Cc2ccccc2CN1 | 11 | -6 | 2 | -17 | 11 | 5 | 5 | 4 | -1 | -16 | -2.2
COc1ccc(CC(=O)OCC(=O)NCc2ccco2)cc1OC | 1 | 1 | 8 | -15 | -12 | -2 | 1 | 9 | 7 | 13 | -1.7
CC(C)Nc1nnc(SCC(=O)/C=C2\N(C)c3ccccc3C2(C)C)s1 | 14 | -7 | 2 | 0 | 1 | 6 | 11 | 7 | -2 | -7 | -0.3
Cc1ccc(N2C(=O)c3ccc(C(=O)NCCN4CCOCC4)cc3C2=O)cc1 | 7 | -4 | -5 | -4 | -7 | 6 | 10 | 3 | -3 | 6 | -3.1
CCN(CC)c1ccc2c(c1)C(=O)N(C)C2=O | -5 | -7 | -13 | -22 | -23 | -13 | -48 | -8 | -3 | -15 | -1.6
COC(=O)c1ccc(C(=O)NC(=S)Nc2ccc3nc(SC)sc3c2)cc1 | -1 | -18 | -46 | -7 | -20 | 11 | -13 | 0 | 7 | -14 | 5.0
CCCCN(C(=O)c1cccc(S(=O)(=O)N(C)c2ccc(C)cc2)c1)c1c(N)n(CCCC)c(=O)[nH]c1=O | 8 | -13 | 1 | -14 | 1 | -8 | 1 | -2 | -2 | -7 | -0.7
O=S(=O)(Nc1ccc2ccccc2c1)N1CCCCC1 | -1 | 0 | -17 | -6 | -26 | -20 | -12 | 0 | -2 | -17 | 0.9
CC(=O)NC(=S)NNC(=O)COc1ccc(Br)cc1 | 4 | -8 | -11 | -32 | -10 | -4 | -5 | -5 | -6 | -26 | -1.6
COc1ccc(N2CCN(c3oc(Cc4cccc5ccccc45)nc3C#N)CC2)cc1 | 8 | -3 | 1 | 9 | 9 | 9 | 4 | -9 | -1 | 8 | -1.8

4 of the compounds above, field by field.
canonical_smiles: Cc1cc(N2C(=O)C3C4CC(c5ccccc5)C(C4)C3C2=O)no1 (configuration not stated)
  MC4R antag cAMP = 5
  NOD2-RIPK2 inh = -8
  EBV LMP1 NFkB = -1
  NCOA2 inhibitor = 7
  NCOA1 inh = -17
  NCOA3 inh = 4
  LRH-1 inv ag = -16
  TLR9-MyD88 block = -1
  ABHD5-PLIN5 inh = 2
  NR2F2 inh = -6
  MC4R barr agon = 1.4

canonical_smiles: COc1ccccc1CNC(=O)[C@H](C)NC(=O)[C@@H]1Cc2ccccc2CN1
  MC4R antag cAMP = 11
  NOD2-RIPK2 inh = -6
  EBV LMP1 NFkB = 2
  NCOA2 inhibitor = -17
  NCOA1 inh = 11
  NCOA3 inh = 5
  LRH-1 inv ag = 5
  TLR9-MyD88 block = 4
  ABHD5-PLIN5 inh = -1
  NR2F2 inh = -16
  MC4R barr agon = -2.2

canonical_smiles: CCN(CC)c1ccc2c(c1)C(=O)N(C)C2=O
  MC4R antag cAMP = -5
  NOD2-RIPK2 inh = -7
  EBV LMP1 NFkB = -13
  NCOA2 inhibitor = -22
  NCOA1 inh = -23
  NCOA3 inh = -13
  LRH-1 inv ag = -48
  TLR9-MyD88 block = -8
  ABHD5-PLIN5 inh = -3
  NR2F2 inh = -15
  MC4R barr agon = -1.6

canonical_smiles: CSc1ccc(N/N=C(/C#N)S(=O)(=O)C(C)(C)C)cc1
  MC4R antag cAMP = 20
  NOD2-RIPK2 inh = -10
  EBV LMP1 NFkB = 12
  NCOA2 inhibitor = -5
  NCOA1 inh = -5
  NCOA3 inh = 4
  LRH-1 inv ag = -7
  TLR9-MyD88 block = .
  ABHD5-PLIN5 inh = -4
  NR2F2 inh = 5
  MC4R barr agon = -1.2

(listing goes on)
SMILES | MC4R antag cAMP | NOD2-RIPK2 inh | EBV LMP1 NFkB | NCOA2 inhibitor | NCOA1 inh | NCOA3 inh | LRH-1 inv ag | TLR9-MyD88 block | ABHD5-PLIN5 inh | NR2F2 inh | MC4R barr agon
O=C(CS(=O)(=O)c1ccccc1)N1CCCCC1 | 8 | -9 | -5 | 16 | 6 | 1 | -2 | -5 | 5 | 9 | 0.6
CN(Cc1ccccc1)C(=O)CCC(=O)N(C)Cc1ccccc1 | 6 | -9 | -10 | -99 | -66 | -34 | -53 | 4 | -5 | -13 | -1.6
CCc1ccc(Nc2n[n+](-c3ccccc3)c(-c3cccc(Cl)c3Cl)s2)cc1 | 8 | 4 | -3 | -22 | -12 | -6 | -16 | -6 | 6 | 7 | 1.0
O=C(O)CSc1nc2sc3c(c2c(=O)n1Cc1ccccc1)CCCCC3 | 3 | -3 | -20 | -2 | 8 | -12 | -20 | 12 | -4 | 17 | -1.2
Cn1ccnc1COc1ccc(C=O)cc1 | 12 | -5 | -13 | 9 | 10 | -7 | 9 | -4 | 2 | -3 | 0.2
Cc1cccc(CSc2nnc(-c3ccco3)n2C)c1 | 4 | -2 | 1 | -23 | -28 | -10 | -20 | -3 | 2 | -13 | 0.5
CCCn1nc(C(=O)NNC(=O)C2CSC3(C)CCC(=O)N23)c2ccccc2c1=O (configuration not stated) | 3 | -8 | -1 | 16 | 0 | 2 | -14 | 9 | 1 | 1 | -2.4
CCOc1cc(CNCCO)cc(Br)c1OCc1ccccc1 | 7 | 1 | 7 | 0 | 5 | 19 | 7 | -5 | 9 | 2 | 6.5
CCCCNc1c(C(=O)OCC)c(=O)[nH]c2ccccc12 | 5 | -11 | 8 | -9 | 0 | 18 | 18 | -8 | 3 | -2 | -1.8
CC(C)C(NC(=O)c1ccc(F)cc1)C(=O)Nc1cccnc1 (configuration not stated) | 16 | -10 | -8 | 0 | -7 | 17 | -13 | -12 | 3 | -10 | -2.4
COc1ccc(N2CCN(C(=O)CCN3C(=S)NC(C)(C)CC3C)CC2)cc1 (configuration not stated) | 24 | 5 | -2 | 11 | -2 | 2 | 5 | 2 | -3 | -7 | -0.7
CCCn1c(=O)c(C(=O)NCc2ccco2)c(O)c2ccccc21 | 1 | 3 | -4 | -22 | -21 | -2 | -22 | 10 | 1 | 3 | -1.5
Cc1ccc(/C=C/c2ccc3cccc(O)c3n2)s1 | 0 | 3 | -29 | -52 | -97 | -96 | -134 | 3 | 5 | -28 | -0.2
COc1ccc(-c2nnc(SCC(=O)Nc3cc(C)on3)o2)cc1 | 12 | 5 | 1 | -2 | -55 | -18 | -28 | 10 | -1 | -8 | -1.8
Nc1ccc(NC(=O)NC2CCCCC2)cc1 | 23 | -14 | 4 | 19 | -17 | -1 | -32 | -6 | -5 | 12 | 2.1
COc1cc(C(=O)Nc2nnc(C(C)(C)C)s2)c([N+](=O)[O-])cc1OC | 1 | -4 | -4 | -13 | -16 | 1 | 2 | 4 | 2 | 1 | -2.0
O=C(CN(C(=O)c1nsc(Cl)c1Cl)c1ccc(F)cc1)NC1CCCC1 | 6 | -5 | -2 | 16 | -80 | 9 | 15 | 9 | -4 | -8 | -0.3
Cc1ccc(C(=O)NC(=C(Cl)Cl)S(=O)(=O)c2ccc(Cl)cc2)cc1 | 2 | 10 | -44 | 30 | -36 | -4 | -3 | 8 | 2 | 16 | 2.3
CCCn1c(SCC(=O)Nc2ccc(C(=O)Nc3ccccc3OC)cc2)n[nH]c1=O | 2 | -7 | 9 | -6 | 9 | 13 | -14 | -5 | 1 | 13 | -0.7
CCC1Cc2[nH]c(=S)[nH]c(=O)c2C(c2ccc(Cl)cc2)O1 (configuration not stated) | . | -10 | . | -12 | 14 | 4 | -22 | . | 12 | -19 | .
CCCc1nc2ccc(C(=O)OC)cn2c1Cc1ccccc1 | . | 4 | . | -33 | -5 | -17 | 5 | . | -6 | 7 | .
CSc1ccc(COC(=O)c2cc([N+](=O)[O-])ccc2N2CCOCC2)cc1 | -17 | 17 | 10 | 7 | -22 | 14 | 52 | 5 | 1 | -50 | -5.6
Cc1ccc(/C=C2\CCn3c2nc2cc(C(=O)O)ccc2c3=O)c(C)c1 | 4 | 1 | -5 | 3 | 3 | 0 | 11 | -2 | 2 | 12 | -1.3

Compound activity (PubChem)
